TDP43 rescue = TDP-43 toxicity inhibition in yeast; Potency, µM (doses to about 46.1 µM), inactives show at the highest dose growth rescue (activation), hits mostly activators; TDP-43 expressing yeast growth rescue, BacTiter-Glo, 24 h; 410,000 tested, 1.8% active; further: % of control where 0% means no effect; nearly all actives have a fitted effect of over 50% in size
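Readout is BacTiter-Glo luminescence of cell growth, so inhibitors register as activators. TDP-43-expressing yeast at OD600=0.02 in galactose medium, after raffinose pregrowth to mid-log, were incubated with compound for 24 hr at 30 deg C.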
KB-V1 MDR tox = KB-V1 MDR subline cytotoxicity | AID 1347076 | KB-V1 MDR cells viability, CellTiter-Glo, 72 h | 400,000 tested, 3.4% active | Potency, µM (series often up to 46.1 µM), for inactives: top-dose activity change, negative = cytotoxicity, hits mostly cytotoxic; further: on the % scale 0 is the no-effect control and ±100 the full control effect; nearly all actives have a fitted effect of over 60% in size
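In this primary screen, KB-V1 cells overexpressing P-gp are incubated with library compounds (lowest to highest concentration) for 72 h at 37 degrees C before a luminescent ATP viability read.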
HT1080NT lethal = kills 2HG-producing HT-1080-NT fibrosarcoma cells | HT-1080-NT fibrosarcoma viability, CellTiter-Glo ATP luminescence, 48 h | Potency, µM (top dose mostly 46.1 µM), for inactives: top-dose activity, negative = less viability, usual class: cytotoxic | 360,000 tested, 1.6% active | AID 686970;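 further: NT is the 2HG producing partner of a matched IDH1 knockdown line; 0% = DMSO-treated cells and -100% = media-only wells without cells; nearly all actives have a fitted effect of over 55% in size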
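A 48-hour cytotoxicity screen used HT-1080-NT cells plated 2 hours before compound delivery. ATP-based CellTiter-Glo luminescence measured viability, normalized to DMSO and no-cell controls.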
GLP1R inv ag = GLP-1 receptor (human) inverse agonism; Potency, µM (doses to about 38.3 µM), inactives show at the top dose activity change, negative = inhibition, most hits filed as inhibitors; AID 624417; HEK293 GLP-1R CRE-luciferase, luminescence, 24 h; GLP-1R form is constitutively active; P43220; 410,000 tested, 1.6% active; further: on the % scale 0 is the no-effect control and ±100 the full control effect; nearly all actives have a fitted effect of over 55% in size
Target sequence (P43220 whole entry, looked up): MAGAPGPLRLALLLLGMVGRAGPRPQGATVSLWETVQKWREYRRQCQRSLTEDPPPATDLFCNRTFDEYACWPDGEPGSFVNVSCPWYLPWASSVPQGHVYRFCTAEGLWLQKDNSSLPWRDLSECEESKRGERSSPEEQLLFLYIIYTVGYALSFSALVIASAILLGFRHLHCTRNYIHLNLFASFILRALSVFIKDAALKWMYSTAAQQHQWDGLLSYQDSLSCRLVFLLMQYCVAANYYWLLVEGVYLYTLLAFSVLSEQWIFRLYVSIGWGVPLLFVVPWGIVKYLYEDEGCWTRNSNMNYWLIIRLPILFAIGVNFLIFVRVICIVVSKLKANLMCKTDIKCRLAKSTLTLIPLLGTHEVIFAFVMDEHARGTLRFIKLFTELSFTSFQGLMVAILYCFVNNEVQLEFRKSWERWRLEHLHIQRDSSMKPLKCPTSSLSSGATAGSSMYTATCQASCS
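Stable HEK293 clone (constitutively active GLP-1R + cAMP-response luciferase); 200 cells/uL plated, 12 h pre-culture, compound 24 hr, 37 deg C/5% CO2; detection reagent 12 min RT; luminescence.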
GLP-1R agonist = GLP-1 receptor (human) agonism. HEK293 GLP-1R CRE-luciferase, luminescence, 4-6 h; cells express a hypersensitive GLP-1R form. Potency, µM (top dose mostly 45.6 µM), for the others: at the top dose activation, hits mostly activators. 380,000 tested, 0.007% active. P43220; further: % of control where 0% means no effect
KB-3-1 cytotox = kills parental KB-3-1 adenocarcinoma cells. KB-3-1 viability, CellTiter-Glo ATP luminescence, 72 h. Potency, µM (highest dose often 46.1 µM), for inactives: at the top dose activity change, negative = cytotoxic, hits mostly cytotoxic. 400,000 tested, 1.4% active; further: on the % scale 0 is the no-effect control and ±100 the full control effect; nearly all actives have a fitted effect of over 60% in size
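Parental KB-3-1 adenocarcinoma cells in phenol-red-free DMEM with 10% FBS were pin-treated with compounds at several concentrations, incubated 72 h at 37 °C, and viability read by CellTiter-Glo luminescence; concentration-effect curves were fitted after normalization.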
SW480 rerep = inducers of DNA re-replication in SW480 colon cancer cells. SW480 DNA re-replication, Hoechst DNA content imaging, 48 h. Potency, µM (titrated, usually from 46.1 µM), for the others: top-dose re-replication activation, usual class: activators. 340,000 tested, 1.8% active. AID 624297; further: % of control where 0% means no effect; nearly all actives have a fitted effect of over 55% in size
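Per well, 250 cells were exposed to pinned compound for 48 hr. Nuclear DNA was visualised with Hoechst (40 min, 37 C) and total object intensity recorded by fluorescence scanning.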
HEK293 tox = cytotoxic in the GLP-1 receptor inverse agonist counter-screen | HEK293 cAMP-luciferase reporter cells, luminescence, 24 h | Potency, µM (series often up to 38.3 µM), for inactives: at the top dose activity change, negative = inhibition, hits mostly inhibitors | 410,000 tested, 0.13% active;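 further: loss of luciferase light is scored as toxicity; on the % scale 0 is the no-effect control and ±100 the full control effect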
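A 23 nL compound transfer followed 12 hours of cell culture at 37 deg C; exposure then lasted 24 hr. Luciferase assay detection reagent was dispensed and plates read for luminescence after a 12 min room-temperature wait.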
HT1080 IDH1KD tx = kills HT-1080 cells with IDH1 knockdown; HT-1080 IDH1 knockdown viability, ATP luminescence, 48 h; Potency, µM (top dose mostly 46.1 µM), without a hit: at the highest dose activity, negative = toxicity, usual class: cytotoxic; 360,000 tested, 2% active;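 further: 0% = DMSO wells and -100% = cell-free medium wells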
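Knockdown cells (IDH1KD HT-1080) received compounds 2 h after plating at 750 cells/well and were kept 48 h at 37 °C in 5% FBS RPMI. A CellTiter-Glo luminescence read gave % activity for curve fitting.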
Starred values were filed as active, the others as inactive; ? = inconclusive; / = not tested or not shown; [ ] = dose if it differs, or a comment. The call rests on the fitted dose curve; in most records, active means well fitted curve in the direction sought with a large enough effect; inconclusive means small, poorly fitted or top-dose-only effect, or another doubt; inactive means no such curve, though single readings can be large; an effect the other way counts as inactive or inconclusive. Potency means the concentration at half of the fitted maximal effect. Compounds were not picked by outcome; about 9.4% have a hit in one of these screens.

SMILES	TDP43 rescue	KB-V1 MDR tox	HT1080NT lethal	GLP1R inv ag	GLP-1R agonist	KB-3-1 cytotox	SW480 rerep	HEK293 tox	HT1080 IDH1KD tx
CCOC(=O)[C@]12CCC=C1N(Cc1ccco1)C(=O)[C@H](CC(=O)N1CCCC1)C2	23%	28%	16%	19%	-3%	29%	/	1%	0%
O=C(CN(C(=O)CNC(=O)c1cccs1)c1ccc(F)cc1)NC1CCCCC1	-9%	13%	0%	0%	8%	9%	-9%	4%	5%
Cc1ccn2c(NC3CCCCC3)c(C(C)C)nc2c1	-2%	-5%	2%	-68%	-1%	2%	-1%	-22%	2%
C[C@H]1CN([C@@H](C)CO)C(=O)CCCn2nncc2CO[C@@H]1CN(C)Cc1ccc(Cl)c(Cl)c1	15%	0%	8%	-19%	19%	1%	/	-3%	6%
N#CC1=C(SCC(=O)c2ccc(Br)cc2)NC2=C(C(=O)CCC2)C1c1ccco1 (centres undefined)	10%	21µM*	13µM*	?	-1%	10µM*	13µM*	58%[activator]	10µM*
CCCCNC(=O)c1onc(CSc2ccccc2)c1C(=O)O	-6%	-12%	-10%	?	-4%	16%	-6%	-12%	-10%
Cc1ccc(S(=O)(=O)Nc2ccc(N3CCN(C)CC3)nc2)cc1	0%	8%	0%	?	1%	-17%	37%	-6%	-3%
NC(Cc1ccc(Cl)cc1)c1csc(NC(=O)NCC2CCCCC2)n1 (centres undefined)	?	16µM*	16µM*	?	-18%	?	/	?	16µM*
COc1ccc(C2=C(C)C(=NCc3ccc(OC(C)C)cc3)NS2(=O)=O)cc1	18%	8%	/	3%	/	2%	/	-4%	/
Nn1c(SCC(=O)Nc2nccs2)nnc1C1CC1	13%	0%	6%	7%	3%	8%	-8%	-2%	6%
Cn1c(CC(=O)Nc2ccc(Cl)c(Cl)c2)n[nH]c1=S	3%	-1%	11%	12%	-2%	-5%	-12%	-16%	0%
COc1ccc(C(C)(O)c2nc(-c3ccc4c(c3)OCO4)cs2)cc1 (centres undefined)	?	-1%	-6%	-20%	1%	0%	/	0%	?
O=C(O)c1ccc(-n2cncn2)c([N+](=O)[O-])c1	-34%[inhibitor]	0%	24%	3%	1%	0%	?	1%	1%
CC(/C=N/NC(=O)c1sc(N)nc1C)=C\c1ccccc1	-1%	?	-7%	39%[activator]	13%	6%	10%	-9%	17%
CCN(CC)CCCNC(=O)CNC(=S)N(CCCN1CCOCC1)Cc1cccs1	-3%	8%	?	6%	0%	?	-17%	1%	26%
CCOC(=O)Cn1nnnc1CN(Cc1ccccc1)Cc1cc2cc(CC)ccc2[nH]c1=O	-5%	-7%	1%	7%	5%	-14%	?	-2%	-13%
CCn1nc(C(=O)Nc2ccc(S(=O)(=O)Nc3ncccn3)cc2)c2ccccc2c1=O	-4%	0%	5%	4%	1%	-5%	0%	3%	12%
O=C(CSC1=NS(=O)(=O)c2cc(Cl)ccc2N1)NCc1ccc(F)cc1	19%	24%	1%	-21%	-10%	-1%	-4%	13%	-2%
O=C(CSc1n[nH]c(-c2ccccc2)n1)NCCCc1ccccc1	12%	-4%	/	-20%	/	-15%	/	4%	/
O=C(NCCN1CCOCC1)c1ccc(CS(=O)(=O)Cc2ccccc2F)o1	-3%	14%	12%	4%	-16%	5%	0%	2%	9%
COc1ccccc1Nc1cc(C)nc2nc(-c3ccccc3)nn12	13µM*	5%	/	10%	/	-8%	/	2%	/
Cc1ccccc1-n1ccnc1SCC(=O)NCC1CCCO1 (centres undefined)	2%	-5%	-2%	8%	0%	4%	-7%	1%	0%
CC1=NN(c2nc(-c3ccccc3)cs2)C(=O)C1N=Nc1ccccc1 (centres undefined)	-12%[1.82 µM]	-20%	16%	16%	21%	7%	2%	?	2%
COCCn1ccc2c(OCC(=O)Nc3cccc(NC(C)=O)c3)cccc2c1=O	-21%	-1%	-5%	5%	6%	0%	-7%	9%	-1%
Cc1ccc(-c2noc(CCC(=O)NCCN3CCN(Cc4ccccc4)CC3)n2)cc1	-17%	16µM*	-10%	?	-11%	?	-2%	16%	-9%
COC(=O)c1[nH]c2ccc(C)cc2c1NC(=O)CN1CCc2cc(OC)c(OC)cc2C1	-2%	0%	-10%	?	1%	-13%	-2%	-24%	-11%
CC(C)OCCCNC(=S)NNC(=O)C(c1ccccc1)c1ccccc1	-18%[0.397 µM]	-38%	-1%	?	14%	-16%	-1%	-1%	22%
CCn1nc(NC(=O)Cc2ccc(OC)cc2)c2cc3cc(C)ccc3nc21	10%	-17%	13%	12%	-8%	?	7.3µM*	9%	0%
Cc1ccc(Nc2nc3ccccc3n3cnnc23)c(Cl)c1	21%	28%	28%	52%[activator]	-2%	19%	-22%	1%	10%
CC(C)c1ccc(O)c(C(=O)c2cnn(-c3ccccc3)c2)c1	20µM*	-1%	0%	?	8%	-18%	5%	46%[activator]	-1%
Cc1ccc(OCC(=O)Nc2ccc(S(=O)(=O)N3CCOCC3)cc2)c([N+](=O)[O-])n1	14%	-13%	3%	15%	8%	12%	-3%	-2%	-4%
O=C1CC(c2nc(-c3ccc(Cl)cc3)no2)CN1c1ccc2c(c1)OCCO2 (centres undefined)	?	15%	/	-13%	/	9%	/	20%	/
c1ccc(OCCn2c(COc3ccccc3)nc3ccccc32)cc1	34%	-8%	/	?	/	-21%	/	16%	/
CCCN1C(=O)c2oc3cc(C)cc(C)c3c(=O)c2C1c1ccc(F)cc1 (centres undefined)	4%	-7%	/	-5%	/	-3%	/	0%	/
CCOc1ccccc1-c1nc2c([nH]1)c(=O)n(C)c(=O)n2C	?	10µM*	5%	7%	8%	?	19%	-5%	3%
CC(C)(C)N=C1SCC(C)(/C=N/O)S1 (centres undefined)	14%	3%	-2%	12%	-12%	0%	-2%	1%	-8%
Nc1cc(OC(=O)c2cccs2)nn1S(=O)(=O)c1ccccc1	16%	14%	0%	-18%	-13%	6%	-2%	-28%	-8%
Cc1cc(-c2csc(NC(=O)c3cccc(S(=O)(=O)N(C)C)c3)n2)c(C)n1-c1ccccc1	6%	8%	11%	17%	4%	0%	-2%	-11%	7%
CCC(Nc1ccc(-c2nc(-c3ccco3)no2)cc1[N+](=O)[O-])c1ccccc1 (centres undefined)	4%	-2%	/	6%	/	-7%	/	0%	/
CCSc1nnc(NC(=O)CSc2nc(CC)nc3c2c(=O)n(C)c(=O)n3C)s1	?	-1%	-2%	-9%	-2%	?	-16%	-7%	1%
COc1ccccc1Nc1nc(-c2c(C)[nH]c3ccccc23)cs1	?	-13%	2%	?	-6%	-19%	10µM*	3%	0%
CCOC(=O)c1ccc(NC(=O)C2CC(O)CN2S(=O)(=O)c2ccc(C)cc2)cc1 (centres undefined)	4%	-1%	-5%	14%	20%	15%	3%	9%	1%
O=C(Cn1cnc2c(NCc3ccccc3)ncnc21)NCCN1CCOCC1	7%	0%	-2%	2%	-1%	0%	-16%	8%	-2%
CCOc1ccc(NC(=O)C(CC)n2nc(-c3ccc(C)c(C)c3)ccc2=O)cc1 (centres undefined)	19%	11%	/	0%	/	6%	/	5%	/
CC(C)Cn1c(=O)[nH]c(=O)c2c(C(F)(F)F)cc(-c3ccccc3)nc21	9%	-24%	1%	17%	2%	-2%	11%	1%	-15%
NC(=O)C1CCN(C(=O)COc2ccc(Nc3ccccc3)cc2)CC1	19%	32%	3%	4%	0%	-1%	11%	-8%	-3%
CCOCCCNC(c1ccccc1)c1ccncc1 (centres undefined)	9%	-3%	9%	3%	-7%	1%	2%	6%	7%
CCCOCC(O)COc1ccccc1C(=O)N1CCOCC1 (centres undefined)	3%	7%	17%	3%	-5%	-9%	2%	-17%	10%
COc1ccc(CNC(=O)/C=C/c2ccc(OCCCF)cc2)cc1OC	?	7%	0%	9%	2%	13%	-4%	-12%	7%
CC(Sc1nnc(NC2CC2)s1)C(=O)Nc1ccc(S(N)(=O)=O)cc1 (centres undefined)	0%	-2%	3%	10%	5%	?	-33%[inhibitor]	-11%	1%
O=C(CN(CC1CCCO1)C(=O)CNS(=O)(=O)c1ccccc1)NCc1ccccc1 (centres undefined)	0%	0%	13%	3%	1%	1%	-5%	-2%	12%
CCC(C)C(NC(=O)C1CCC(C)CC1)C(=O)NCCCN1CCCCC1CC (centres undefined)	3%	26%	-5%	1%	0%	0%	5%	5%	9%
CC(=O)c1sc(N)c(C(=O)OC(C)C)c1C	?	?	5%	104%[activator]	28%	-10%	-3%	7%	-6%
CCc1ccc(NC(=O)C(C)Sc2nnc(CN3CCCC3)o2)cc1 (centres undefined)	12%	25%	6%	4%	3%	14%	8%	4%	7%
Cn1nc(C(C)(C)C)cc1C(=O)NCc1cc(F)cc2c1OCOC2	12%	?	?	?	10%	?	-1%	-4%	10µM*
CCn1nc(C(=O)NNC(=O)COc2ccc(OC)cc2)c2ccccc2c1=O	29%	?	-4%	0%	-3%	16%	-2%	12%	0%

4 of the compounds above, with values under each structure:
Each structure is followed by: TDP43 rescue, KB-V1 MDR tox, HT1080NT lethal, GLP1R inv ag, GLP-1R agonist, KB-3-1 cytotox, SW480 rerep, HEK293 tox, HT1080 IDH1KD tx
> CC(=O)c1sc(N)c(C(=O)OC(C)C)c1C
  ?, ?, 5%, 104%[activator], 28%, -10%, -3%, 7%, -6%
> CCc1ccc(NC(=O)C(C)Sc2nnc(CN3CCCC3)o2)cc1 (centres undefined)
  12%, 25%, 6%, 4%, 3%, 14%, 8%, 4%, 7%
> Cn1nc(C(C)(C)C)cc1C(=O)NCc1cc(F)cc2c1OCOC2
  12%, ?, ?, ?, 10%, ?, -1%, -4%, 10µM*
> CCn1nc(C(=O)NNC(=O)COc2ccc(OC)cc2)c2ccccc2c1=O
  29%, ?, -4%, 0%, -3%, 16%, -2%, 12%, 0%

Bioassay records as filed in PubChem.
